ASM inhibitor = human S-ASM enzyme inhibition; Potency, µM (doses to about 57.5 µM), without a hit: at the top dose activity change, negative = inhibition, usual class: inhibitors; placental ASM, HMU-PC fluorogenic substrate, 60 min; AID 504937; P17405; 340,000 compounds, 0.006% hits; also: potency is read from the fitted curve at half-maximal effect
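Human placenta-derived ASM enzyme was preincubated with compound for 10 minutes at room temperature, then given fluorogenic substrate HMU-PC0 (9 uM final) for 60 minutes at 37 °C; a pH 10 stop preceded fluorescence reading at Ex 386/Em 447 nm.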
KCNH2 3.1 block = blocks the human KCNH2 3.1 channel isoform; 340,000 compounds, 0.95% hits; AID 720553; U2OS KCNH2 3.1, thallium flux FluxOr; active compounds read low; activity change, % (tested at about 1.8 µM);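 active = maximum activity change below -70%; inconclusive = maximum activity change from -70% to -50%; inactive = maximum activity change above -50%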;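 also: thallium influx rate constant from kinetic fluorescence after stimulation buffer; % is scaled to controls: 0 for no effect and ±100 for the full control effect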
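Virally transduced U2OS (3.1 isoform, 4 h infection in dark at RT) → overnight 37 C → FluxOr + Red40 in HBSS/HEPES, 45 min → stimulation buffer, 2 min kinetic read → rate constant vs DMSO controls.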
Integrin act MD = activates integrin-mediated alleviation for muscular dystrophy | alpha7betagal myoblasts, beta-gal FDG fluorescence, 48 h | Potency, µM (doses to about 38.3 µM), without a hit: at the highest dose activation, hits mostly activators | 350,000 compounds, 0.064% hits | AID 624291;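 also: potency is read from the fitted curve at half-maximal effect; 100% = response of the positive control SU9516; nearly all actives have a fitted effect of over 60% in size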
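alpha7betagal+/- myoblasts (passage 13, 250/well) treated 48 h at 37C with compounds at 1:260 dilution of DMSO stock. Lysed, then beta-galactosidase activity read as FDG fluorescence (ex 480/em 540) after 30 min, with pre-read for autofluorescence.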
FBPA coupling cs = counter-screen for Giardia aldolase inhibitors: coupling enzyme system; 290,000 compounds, 0.67% hits; AID 2472; coupling enzyme system counterscreen, AmpLite Red fluorescence; activity change, negative = inhibition, % at 58.2 µM, hits read low; in the data active = activity change below about -30%; also: % is scaled to controls: 0 for no effect and ±100 for the full control effect
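Coupling enzymes only (glyceraldehyde-3-phosphate) + compound, at 57.5 uM final, 10 min RT; add substrate/coupling/AmpLite Red mix, 20 min RT; fluorescence ex 525/em 598 nm. Actives flag coupling-system interference.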
hERG WT inh = blocks the wildtype human KCNH2 potassium channel. U2OS, BacMam KCNH2, thallium flux FluxOr; active compounds read low. AID 720551. 340,000 compounds, 0.37% hits. Q12809. activity change, % at 1.84 µM;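 active = maximum activity change below -70%; inconclusive = maximum activity change between -70% and -50%; inactive = maximum activity change above -50%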; also: % is scaled to controls: 0 for no effect and ±100 for the full control effect
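U2OS cells transduced with wild-type KCNH2 virus are loaded with FluxOr dye for 45 min, and thallium flux is measured in kinetic reads before and after stimulation buffer. Rate constants are normalized to DMSO controls.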
GALK inh = inhibitors of human galactokinase; Purified GALK, Kinase-Glo residual ATP luminescence; Potency, µM (titrated, usually from 57.5 µM), for inactives: at the highest dose activity change, negative = inhibition, usual class: inhibitors; 270,000 compounds, 0.007% hits; also: potency is read from the fitted curve at half-maximal effect; % is scaled to controls: 0 for no effect and ±100 for the full control effect
Target sequence (P51570 whole entry, looked up): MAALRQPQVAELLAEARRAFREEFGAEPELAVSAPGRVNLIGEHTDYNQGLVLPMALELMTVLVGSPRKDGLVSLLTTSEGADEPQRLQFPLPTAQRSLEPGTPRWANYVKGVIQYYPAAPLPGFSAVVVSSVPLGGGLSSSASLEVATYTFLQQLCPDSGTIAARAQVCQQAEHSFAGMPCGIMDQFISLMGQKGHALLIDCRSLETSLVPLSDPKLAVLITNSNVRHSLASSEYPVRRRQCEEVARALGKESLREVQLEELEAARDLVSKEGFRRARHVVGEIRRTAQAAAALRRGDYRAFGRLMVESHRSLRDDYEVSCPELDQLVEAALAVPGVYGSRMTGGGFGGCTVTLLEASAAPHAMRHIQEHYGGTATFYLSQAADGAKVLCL
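The enzyme phosphorylates galactose (100 uM) using ATP (35 uM); inhibition is detected as higher residual ATP, quantified by bioluminescence after 1 h reaction at room temperature, pH 8.0.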
AT treatment = potential ataxia-telangiectasia treatment | […] A-T fibroblasts, KAP-1 phosphorylation AlphaLISA; neocarzinostatin DNA damage 30 min before lysis | Potency, µM (highest dose often 57.5 µM), without a hit: at the top dose activation, most hits filed as activators | 320,000 compounds, 0.19% hits | AID 485349; also: potency is read from the fitted curve at half-maximal effect; % of control where 0% means no effect; nearly all actives have a fitted effect of over 45% in size
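hTERT-immortalized A-T patient fibroblasts ([…]), 500 cells/well in OPTI-MEM, 1% FBS, got compounds for 60 min, then NCS for 30 min at 37C. Lysates were then assayed for phospho-KAP-1 by AlphaLISA (anti-pKAP1 donor, anti-KAP1 acceptor beads), 6 hr at 25C.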
MBNL1-CUG inh = MBNL1-poly(CUG) RNA binding inhibition. TR-FRET MBNL1-His/biotin-(CUG)12 binding, 665/545 ratio. AID 2675. Q9NR56. Potency, µM (top dose mostly 57.5 µM), for inactives: at the top dose activity change, negative = inhibition, actives largely listed as inhibitors. 280,000 compounds, 0.036% hits; active = well fitted inhibition curve with a large enough effect in the signal ratio, with a control signal flat, not every such curve was filed as active; inconclusive = small, poorly fitted or top-dose-only effect, or effect the other way, or a change in a side signal; inactive = no such curve, though single readings can be large or run the other way; the % refers to the signal ratio; also: potency is read from the fitted curve at half-maximal effect; % is scaled to controls: 0 for no effect and ±100 for the full control effect
Target sequence (Q9NR56 whole entry, looked up): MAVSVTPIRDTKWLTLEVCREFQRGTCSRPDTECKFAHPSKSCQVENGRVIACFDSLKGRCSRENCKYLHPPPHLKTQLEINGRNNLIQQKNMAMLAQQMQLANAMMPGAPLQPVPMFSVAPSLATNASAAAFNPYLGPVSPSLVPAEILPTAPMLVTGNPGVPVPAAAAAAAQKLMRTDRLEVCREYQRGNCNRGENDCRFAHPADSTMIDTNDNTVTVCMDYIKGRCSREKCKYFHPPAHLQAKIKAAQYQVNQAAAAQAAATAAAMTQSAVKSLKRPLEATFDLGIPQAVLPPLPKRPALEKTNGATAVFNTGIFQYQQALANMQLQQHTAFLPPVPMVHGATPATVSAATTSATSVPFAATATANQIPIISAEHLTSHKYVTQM
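Ratiometric TR-FRET (665 over 545 nm, excitation 340 nm) tracks disruption of MBNL1-His/biotin-(CUG)12 complex after 60 min at room temperature, with compounds at 92 nM to 58 uM final.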
CXXC DNA block = blocks binding of human MLL CXXC domain to DNA; Potency, µM (doses to about 115 µM), without a hit: top-dose activity change, negative = inhibition, usual class: inhibitors; 290,000 compounds, 0.037% hits; Q03164; MLL-CXXC / FITC-HOXA9 DNA fluorescence polarization; active = well fitted inhibition curve with a large enough effect in the polarisation, with a control signal flat, not every such curve was filed as active; inconclusive = small, poorly fitted or top-dose-only effect, or effect the other way, or a change in a side signal; inactive = no such curve, though single readings can be large or run the other way; the % refers to the polarisation; also: potency is read from the fitted curve at half-maximal effect
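Purified MLL-CXXC (added from a 7 uM solution) was preincubated 5 min at ambient with pinned compounds in 50 mM Tris-HCl pH 7.5, 50 mM NaCl, 1 mM DTT, 0.05% BSA. Fluorescein-labeled HOX-A9 DNA (50 nM solution) followed, 30 min, then polarization read.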
TRPV1 agonist = activates the human vanilloid receptor TRPV1; TRPV1-expressing cells, Fluo-8 calcium influx, agonist mode; Q8NER1; activation, % at 8.33 µM; 320,000 compounds, 0.19% hits; in the data active = activation above about 80%; inconclusive = between about 30% and that limit; also: 0% is about no effect
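Fluo-8 calcium influx in TRPV1-expressing cells, kinetic read (ex 480/em 520 nm). Compound added and read 3 min for agonist activity, followed by capsaicin at EC20 final and 2 min further read for enhancement.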
* marks the source's active call; other numbers are inactive results; i = inactive; ? = inconclusive; nt = not tested or not shown; & = joins results of further samples; [ ] = dose if it differs, or a comment. Unless noted, calls follow the shape of the dose curve; as a rule, active = well fitted curve in the direction sought with a large enough effect; inconclusive = small, poorly fitted or top-dose-only effect, or another doubt; inactive = no such curve, though single readings can be large; an effect the other way counts as inactive or inconclusive.

Order of results: ASM inhibitor	KCNH2 3.1 block	Integrin act MD	FBPA coupling cs	hERG WT inh	GALK inh	AT treatment	MBNL1-CUG inh	CXXC DNA block	TRPV1 agonist
- Cn1c(SCc2nc(-c3ccc(Cl)cc3)no2)nnc1-c1cccs1
 : -0.3%	-13.2	0.0%	3.0	11.5	0.7%	nt	4.1%	25.4%	-6.5
- O=C(O)C(Cc1c[nH]c2ccccc12)N1C(=O)C2C3c4ccccc4C(c4ccccc43)C2C1=O (stereo not given)
 : 5.7%	7.6	4.0%	-1.9	7.1	-0.5%	3.6%	4.1%	5.5%	4.4
- COc1ccccc1NC(=S)NC1CC2CCC1C2 (stereo not given)
 : -1.7%	-7.3	-15.1%	0.6	-6.0	nt	1.5%	-8.1%	-9.1%	6.1
- NS(=O)(=O)c1ccc(CCNC(=O)CCCNC(=O)c2ccc(Cl)cc2)cc1
 : -0.6%	-10.3	10.3%	1.2	-2.2	15.4%	-1.7%	0.4%	14.0%	-0.8
- Cc1cc(NC(=O)Nc2ccccc2)n(C(C)(C)C)n1
 : 3.6%	20.1	2.0%	-2.8	-3.2	-0.4%	?	-5.2%	-13.1%	-7.8
- Cc1ccc(N2C(=O)N(CC(=O)Nc3ccc([N+](=O)[O-])cc3)C(=O)C2C)cc1 (stereo not given)
 : -6.7%	2.7	-20.6%	nt	-1.3	1.5%	4.0%	?	1.1%	6.6
- O=C(Nc1c(C(=O)N2CCOCC2)cnn1-c1ccccc1)c1ccccc1
 : -1.2%	-2.0	-9.0%[7.66 µM]	0.5	20.9	3.7%	11.6%	-9.2%	-0.6%	0.9
- CN(Cc1ccccc1)c1ncnc2[nH]ncc12
 : 0.5%	1.4	9.9%	nt	-2.4	nt	nt	nt	nt	nt
- C/C(=N\NC(=O)c1ccncc1)c1cccc(NC(=O)c2ccc(C(C)(C)C)cc2)c1
 : -4.0%	-5.7	13.9%	nt	-3.1	4.5%	8.0%	-1.0%	-9.1%	84.8*
- CCC1=C(OC(=O)N(CC)CC)N2C(=O)OC(=NCC3CC3)[C@]2(Cc2ccccc2)[C@H]2C1=CC[C@H]1C(=O)N(CC(=O)OC)C(=O)[C@H]12
 : 6.7%	0.6	-4.0%	-1.3&-0.5	-5.5	-0.5%	41.9%	6.2%	-7.3%	?
- CCCCn1c(N)c(N(C(=O)CSc2nnnn2-c2ccccc2C)C2CCCC2)c(=O)[nH]c1=O
 : 0.7%	-7.5	-5.4%	nt	-4.4	nt	-8.9%	nt	nt	0.1
- Cn1c(N)c(C(=O)COC(=O)Cc2ccsc2)c(=O)n(C)c1=O
 : -0.1%	1.2	19.4%	0.2	5.6	0.5%	5.7%	-19.5%	4.4%	0.4
- Cc1ccc(-c2nnc(NCc3nc4ccccc4[nH]3)c3ccccc23)cc1S(=O)(=O)N1CCCCC1
 : nt	?	7.5%	0.6	-16.2	0.5%	7.5%	92.1%[activator]	22.9%	2.3
- COC(=O)Cc1c(O)ccn(CCc2ccc(OC)c(OC)c2)c1=O
 : 0.2%	-5.1	-4.1%	-2.0	-10.0	1.6%	9.8%	-6.4%	-1.0%	1.9
- C(=NC12CN3CN(CN(C3)C1)C2)c1ccc2c(c1)OCO2
 : 3.8%	-1.2	10.7%	0.0	0.6	-1.4%	0.5%	0.2%	0.9%	-2.9
- CC1CCN(CCCn2c(SCC(=O)NC3CCCC3)nc3ccccc3c2=O)CC1
 : 0.8%	-23.7	-66.0%[inhibitor]	1.1	-10.7	-0.5%	2.6%	-3.1%	8.8%	0.9
- COc1ccc(Cl)cc1C(=O)NNC(=O)C1CCCO1 (stereo not given)
 : -1.4%	16.2	-5.8%	nt	-6.2	nt	0.2%	nt	nt	4.2
- CNC(=O)/C(C#N)=C/c1c(F)cccc1Cl
 : 1.2%	-16.0	-46.6%	0.4	-11.2	0.6%	7.2%	nt	3.1%	-1.7
- CCOc1ccc(CCNC(=O)C2CCCN(S(=O)(=O)N3CCOCC3)C2)cc1OCC (stereo not given)
 : 5.4%	0.5	-15.3%	3.5	-3.5	nt	12.2%	2.8%	nt	-1.5
- O=C(O)c1ccc2c(c1)N(Cc1cccc(F)c1)C(=O)CS2
 : 4.0%	-2.5	-17.5%	-0.9	13.6	2.7%	8.8%	-17.6%	2.4%	nt

A portion of the results above, for reference:
Order of results: ASM inhibitor	KCNH2 3.1 block	Integrin act MD	FBPA coupling cs	hERG WT inh	GALK inh	AT treatment	MBNL1-CUG inh	CXXC DNA block	TRPV1 agonist
- Cc1ccc(-c2nnc(NCc3nc4ccccc4[nH]3)c3ccccc23)cc1S(=O)(=O)N1CCCCC1
 : nt	?	7.5%	0.6	-16.2	0.5%	7.5%	92.1%[activator]	22.9%	2.3
- COC(=O)Cc1c(O)ccn(CCc2ccc(OC)c(OC)c2)c1=O
 : 0.2%	-5.1	-4.1%	-2.0	-10.0	1.6%	9.8%	-6.4%	-1.0%	1.9
- C(=NC12CN3CN(CN(C3)C1)C2)c1ccc2c(c1)OCO2
 : 3.8%	-1.2	10.7%	0.0	0.6	-1.4%	0.5%	0.2%	0.9%	-2.9
- CC1CCN(CCCn2c(SCC(=O)NC3CCCC3)nc3ccccc3c2=O)CC1
 : 0.8%	-23.7	-66.0%[inhibitor]	1.1	-10.7	-0.5%	2.6%	-3.1%	8.8%	0.9

Following part:
Order of results: ASM inhibitor	KCNH2 3.1 block	Integrin act MD	FBPA coupling cs	hERG WT inh	GALK inh	AT treatment	MBNL1-CUG inh	CXXC DNA block	TRPV1 agonist
- COc1cccc(Nc2nc(Nc3ccc(Cl)c(C(=O)O)c3)nc(C)c2[N+](=O)[O-])c1
 : -2.9%	-9.2	13.1%	nt	-3.9	nt	5.4%	nt	nt	3.1
- COc1ccccc1C(CNC(=O)CNC(=O)c1cccc(Cl)c1)N1CCCC1 (stereo not given)
 : -1.7%	-8.3	-8.5%	nt	3.4	nt	nt	nt	nt	nt
- C(=C\c1ccco1)/c1nc2ccccc2[nH]1
 : 59.2%[activator]	-0.1	-27.8%	-2.0	-5.7	10.2%	2.0%	?	-2.0%	?
- CC(=O)Nc1nc(C)c(-c2csc(Nc3ccccn3)n2)s1
 : -1.5%&-3.8%	4.0&-10.9	-41.9%&0.3%	-1.0&-1.5	0.8&-1.2	-2.7%&7.7%	-5.7%&-4.2%	?	12.5%&3.6%	-0.3
- Cc1ccc(NC(=O)Cn2nc(C(F)(F)F)c3c2CCC3)cc1
 : 0.3%	0.6	15.1%	2.1	0.5	-3.9%	3.9%	-0.5%	-2.2%	4.8
- O=C(CC(=O)Nc1ccccc1F)Nc1ccccc1F
 : -3.1%	-4.7	-13.9%	7.2	-6.9	2.3%	9.1%	-11.5%	5.4%	-2.6
- COc1cc(/C=N/NC(=O)c2cc(C3CC3)[nH]n2)ccc1O
 : 1.9%	11.8	-3.1%	2.7	-0.2	nt	10.6%	15.3%	-2.4%	-4.1
- CC1Cc2nc(SCC(=O)NCC3CCCO3)n(C)c(=O)c2S1 (stereo not given)
 : 0.7%	3.3	5.1%	1.8	8.6	3.1%	-3.5%	22.1%	7.2%	1.6
- S=C(Nc1cccc(Cl)c1)Nc1cccc2cnccc12
 : -1.2%	2.5	-20.9%	3.5	-5.9	-0.9%	28.4%	?	-26.3%	-9.9
- CSc1ccccc1NC(=O)c1ccc(C)o1
 : 7.9%	-2.3	0.0%[7.66 µM]	4.5	-14.5	2.2%	-1.3%	-6.8%	7.6%	9.2
- COc1ccc(-n2c(N)c(C(=O)NCc3ccco3)c3nc4ccccc4nc32)c(OC)c1
 : i	-4.8	-34.6%	-8.3	3.5	-3.3%	21.7%	?	9.3%	0.6
- CCCN(Cc1cc2cc(OC)ccc2[nH]c1=O)C(=O)c1ccncc1
 : 26.2%	-1.6	-26.7%	-15.0	-5.8	-0.6%	3.8%	6.2%	-2.5%	-1.7
- O=C(NC1CCCCC1)c1nc2c(nnn2Cc2ccccc2Cl)c(=O)[nH]1
 : -8.0%	-9.0	6.9%	5.2	4.0	-2.2%	-1.5%	-5.1%	-1.9%	-3.0
- O=C1C=C(c2ccc(F)c(Cl)c2)C[C@@H](c2ccc(F)cc2)C1
 : -4.7%	-11.6	7.7%	nt	0.7	nt	-1.2%	nt	nt	?
- CN(Cc1ccc(C(F)(F)F)cc1)C(=O)C1CCC(=O)N(C2CC2)C1 (stereo not given)
 : 0.7%	2.3	1.2%	nt	-5.5	-2.0%	7.0%	-0.2%	-0.7%	-5.4

Assay outcomes from PubChem.
